IDE act = human IDE activators in live cells, primary screen, fluorescence polarization, HEK cells, FAbeta-B substrate; 340,000 compounds, 0.073% hits; Insulin-degrading enzyme (Homo sapiens), P14735; FAbeta-B cleavage; 0% vehicle, 100% cell-free pure enzyme wells; AID 493087, 2011; activation, % at 5.96 µM;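 active = activation above the mean of all tested compounds plus 3 SD, set per screening campaign, cut at about 17% in these data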
IMP-1 inh = IMP-1 metallo-beta-lactamase inhibitors, primary screen, biochemical, epi-absorbance readout, Pseudomonas aeruginosa enzyme; purified IMP-1, nitrocefin hydrolysis, epi-absorbance fluorescence; inhibition, % at 5.6 µM; 290,000 compounds, 0.45% hits; AID 1556, 2009;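 active = inhibition above the mean plus 3 SD of all compounds in the same screening run, cut at about 4.5% in these data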;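 note: 0% = IMP-1 with DMSO and 100% = DMSO wells lacking enzyme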
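System: purified IMP-1 / Input: IMP-1 dispensed at 0.2 nM / Medium: 50 mM HEPES pH 7.1, 50 µM ZnSO4, 0.05% Brij 35 / Timing: 15 min enzyme–compound preincubation, then 25 min nitrocefin reaction, 25 °C / Technique: plate fluorescence quenching by hydrolysis product, ex 480/em 530 nm / Repeats: singlicate testing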
SUMO HTRF inh = inhibitors of in vitro SUMOylation cascade, primary screen, biochemical, HTRF, uHTS. HTRF SUMOylation assay, SAE1/SAE2 + UBC9. inhibition, % at 35 µM. 290,000 compounds, 0.36% hits. AID 2006, 2009; in the data active = inhibition above about 50%, passing the limit was not always enough; note: strong numbers were not always called active
Target sequence (P63279 whole entry, looked up): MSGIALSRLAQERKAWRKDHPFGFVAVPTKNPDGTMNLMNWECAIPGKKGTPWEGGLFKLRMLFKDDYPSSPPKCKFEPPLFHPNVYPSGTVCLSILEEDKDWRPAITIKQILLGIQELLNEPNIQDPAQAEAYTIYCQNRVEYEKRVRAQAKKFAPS
VIM-2 inhibitor = VIM-2 metallo-beta-lactamase inhibitors, primary screen, biochemical, epi-absorbance readout, Pseudomonas aeruginosa enzyme. purified VIM-2, nitrocefin hydrolysis, epi-absorbance fluorescence. inhibition, % at 5.6 µM. 290,000 compounds, 0.89% hits. AID 1527, 2009;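 active = inhibition above the mean of all tested compounds plus 3 SD, cutoff set per screening run, cut at about 7.5% in these data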;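 note: red hydrolysis product quenches plate fluorescence so inhibitors raise well fluorescence; 0% = enzyme with DMSO and 100% = DMSO without enzyme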
p-CIP stab down = p/CIP-EGFP fusion destabilizers, primary screen, fluorescence, F442A cells; AID 1984, 2009; decrease of EGFP signal, % at 10 µM; 16 h; Q05BA5; 290,000 compounds, 0.01% hits;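 active = EGFP signal decrease of at least 30% at 10 µM or well 3 SD below plate mean, unless failing retest; inactive = the rest, including hits failing retest or dose response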; note: some compounds called inactive have numbers as strong as hits; many of its hits are not listed in these tables
MEKK3 PB1 HTS = modulators of MEKK3-MEK5 PB1 binding, primary screen, biochemical, wildtype MEKK3, multiplex bead flow cytometry, Alexa488-MEK5 | 290,000 compounds, 1.4% hits | bead-based flow cytometry, Alexa488-MEK5 binding to MEKK3; actives lie on both sides; 0 = blocked by unlabeled MEK5, 100 = vehicle | AID 1529, 2009 | Mitogen-activated protein kinase kinase kinase 3 (Homo sapiens), Q99759 | binding response (% of control), % at 10 µM;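 active = binding response more than 3 SD above or below the average of its plate-row segment, actives on both sides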;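 note: Alexa488 bead fluorescence after subtracting the streptavidin-only scavenger bead signal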
Target sequence (Q99759 whole entry, looked up): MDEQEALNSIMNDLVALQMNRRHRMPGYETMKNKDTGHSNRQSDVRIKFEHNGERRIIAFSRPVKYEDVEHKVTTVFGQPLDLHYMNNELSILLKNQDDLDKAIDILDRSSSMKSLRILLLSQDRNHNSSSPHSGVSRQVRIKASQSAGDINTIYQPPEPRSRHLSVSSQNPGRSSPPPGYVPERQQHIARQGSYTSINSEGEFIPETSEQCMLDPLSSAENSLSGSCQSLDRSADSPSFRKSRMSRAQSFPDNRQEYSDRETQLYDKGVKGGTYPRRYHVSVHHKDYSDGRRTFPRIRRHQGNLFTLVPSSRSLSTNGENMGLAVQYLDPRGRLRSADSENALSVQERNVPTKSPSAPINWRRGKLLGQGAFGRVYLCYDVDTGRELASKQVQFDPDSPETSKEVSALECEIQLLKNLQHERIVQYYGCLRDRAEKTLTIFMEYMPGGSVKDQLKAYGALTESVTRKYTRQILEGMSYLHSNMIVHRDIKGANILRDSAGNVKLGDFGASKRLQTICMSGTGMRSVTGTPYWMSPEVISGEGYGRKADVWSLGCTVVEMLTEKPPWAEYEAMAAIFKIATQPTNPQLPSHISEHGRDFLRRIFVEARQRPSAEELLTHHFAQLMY
PHOSPHO1 block = PubChem AID 1565; inhibition, % at 13.3 µM; recombinant PHOSPHO1, absorbance phosphatase assay; Phosphoethanolamine/phosphocholine phosphatase (Homo sapiens), Q8TCT1; 290,000 compounds, 1.1% hits; in the data active = inhibition above about 60%
Target sequence (Q8TCT1 whole entry, looked up): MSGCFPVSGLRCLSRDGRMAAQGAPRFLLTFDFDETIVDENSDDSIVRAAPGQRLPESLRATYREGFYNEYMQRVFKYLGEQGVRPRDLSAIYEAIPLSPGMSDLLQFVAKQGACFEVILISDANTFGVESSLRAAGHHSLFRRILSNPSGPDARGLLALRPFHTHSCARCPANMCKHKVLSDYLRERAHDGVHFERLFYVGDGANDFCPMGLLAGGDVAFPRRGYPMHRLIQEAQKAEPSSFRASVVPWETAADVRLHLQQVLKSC
FID counter = compounds displacing fluorescent DNA intercalator, primary screen, artefact control for HCV NS3 helicase inhibitor project, biochemical, FID fluorescence; inhibition, % at 7.9 µM; AID 1845, 2009; DNA fluorescent intercalator displacement; 290,000 compounds, 0.17% hits; in the data active = inhibition above about 37%;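 note: 0% = vehicle and 100% = reference compound; higher means more ethidium bromide displaced from hairpin DNA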
NS3 helicase inh = inhibitors of HCV NS3 helicase, primary screen, biochemical, Cy5 molecular beacon fluorescence; Hepatitis C virus NS3 helicase; NS3 helicase DNA unwinding; inhibition, % at 10.9 µM; 290,000 compounds, 0.56% hits; AID 1800, 2009;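 active = inhibition above the mean of all tested compounds plus 3 SD, set per campaign, cut at about 35% in these data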;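 note: 0% = DMSO wells and 100% = thioflavine S control wells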
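Assay system – hepatitis C virus NS3 helicase domain fragment enzyme · Buffer or medium – MOPS pH 6.5, MgCl2, DTT, Tween20, BSA · Reagent – Cy5/quencher beacon DNA duplex and ATP to start · Compound – single 10.9 µM dose · Timing – 1 h at 25 °C · Technique – Cy5 beacon fluorescence read at start and 1 h · Measure – % inhibition of unwinding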
* marks the source's active call; other numbers are inactive results; · = not tested or not shown. Some of the compounds tested. The share of hits here may be higher or lower than overall.

SMILES | IDE act | IMP-1 inh | SUMO HTRF inh | VIM-2 inhibitor | p-CIP stab down | MEKK3 PB1 HTS | PHOSPHO1 block | FID counter | NS3 helicase inh
COc1ccc(NC(=O)Cn2c(=O)n(Cc3ccco3)c(=O)c3ccccc32)cc1 | -1 | -2.5 | 10 | -0.4 | 4 | 114 | -6 | -3 | -15
COc1ccccc1N1CCN(S(=O)(=O)c2ccc3c(c2)NC(=O)C(C)C(=O)N3)CC1 (stereo unspecified) | -7 | -0.8 | 1 | 0.2 | -2 | 100 | 28 | -32 | 2
C=CCn1c(=O)c2ccccc2n2c(SCC(=O)Nc3sc(C(=O)N(CC)CC)c(C)c3C(=O)OCC)nnc12 | 3 | -2.2 | 2 | 0.1 | 4 | 102 | -5 | -24 | 0
O=C(CCSCc1ccccc1Cl)NCc1cccs1 | 2 | -1.4 | 17 | -2.0 | 12 | 104 | 2 | -9 | 2
CC(C)(C)c1ccc(C(=O)N2CCN(c3nc4ccccc4o3)CC2)cc1 | -10 | -0.1 | -1 | 0.4 | -7 | 102 | -11 | 0 | -9
Cc1c(Cl)c([N+](=O)[O-])nn1CCCC(=O)Nc1cccc(Cl)c1 | 6 | 0.1 | -9 | -0.1 | -18 | 105 | -9 | 5 | 5
Cc1ccccc1N=Cc1cc2c(cc1[N+](=O)[O-])OCO2 | 3 | -3.8 | 66 | -2.3 | 0 | 97 | -14 | -2 | 16
COc1ccc(NC(=O)CSc2nc3c(c(=O)n2-c2ccc(F)cc2)SCC3)cc1 | 6 | 2.7 | -9 | -7.3 | -1 | 102 | 2 | 0 | 12
Cc1cnc(-c2nnc(N(C)C(=O)c3cccnc3)s2)cn1 | -2 | -1.9 | 14 | -3.0 | 4 | 103 | 12 | 3 | 0
Cc1cc(/C=N/NC(=O)C(=O)NCc2ccccn2)c(C)n1-c1cccc(Br)c1 | 3 | -3.2 | 1 | -1.5 | 13 | 98 | 12 | -21 | -6
O=C(NNC(=O)c1cccnc1SCc1cccc([N+](=O)[O-])c1)c1ccc(F)cc1 | -7 | -4.1 | 12 | -3.5 | -6 | 107 | 0 | 6 | 0
C#CCOCCOCCOCCNc1nc(N2CCN(C(=O)[C@H]([C@@H](C)CC)n3cc([C@@H](N)CC(C)C)nn3)CC2)nc(N2CCN(C(=O)[C@H](CCCCN)n3cc([C@@H](N)CO)nn3)CC2)n1 | 0 | -1.9 | 1 | -1.6 | -1 | 98 | 18 | 38* | -57
CN(C)S(=O)(=O)c1ccc(C(=O)N(c2ccccn2)c2ccccn2)cc1 | 0 | -1.0 | -9 | -2.6 | -4 | 99 | -6 | -12 | 8
O=C(NCCc1ccccc1)C(=O)NCC1OCCN1S(=O)(=O)c1ccccc1 (stereo unspecified) | -6 | -3.0 | 9 | -4.4 | -8 | 109 | 38 | -18 | 9
Cc1cc2nnc(SCC(=O)N3C(C)CCCC3C)n2c(N)n1 (stereo unspecified) | 3 | -3.2 | 19 | -4.8 | -4 | 100 | -16 | -4 | -3
C=CCC1(CC=C)CCCN1C(=O)c1cc(COc2cncc(Cl)c2)on1 | -4 | -1.4 | 8 | -0.7 | -37 | 99 | 66* | -46 | -1
CCOc1ccc(=O)n(-c2ccccc2)n1 | 3 | -3.2 | 9 | -3.8 | -12 | 113 | -38 | 2 | 4
Fc1cccc(NC(=S)NCc2ccc(Cl)cc2)c1 | 9 | -0.5 | -19 | -3.2 | 10 | 100 | -4 | -3 | -6
Cc1ccc(C2=NC3(CCCC3)N=C2SCC(=O)Nc2ccc3c(c2)OCCO3)cc1 | -7 | -1.1 | -9 | 0.2 | -7 | 101 | -9 | -22 | -10
O=C(COc1ccc(Cl)cc1)OCC(=O)N1CCCC1 | 0 | -3.1 | 17 | -2.1 | -19 | 101 | 11 | -3 | -13
CCOc1ccc(NC(=S)NN2CCN(C)CC2)cc1 | -1 | -1.7 | 4 | 3.7 | 3 | 92 | 4 | -1 | 6
CCN1CCN(c2cc(C)c3cc(NC(=O)c4ccc(C)c(C)c4)ccc3n2)CC1 | -2 | -1.1 | -4 | 2.5 | 0 | 109 | 16 | 19 | -65
COc1cccc(C(=O)Nc2nnc(-c3ccc(F)cc3)o2)c1 | 10 | · | -8 | · | 1 | 103 | -1 | · | ·
CCCn1nc(Oc2nc(NCC)nc(NC(C)C)n2)ccc1=O | 3 | -0.7 | 4 | -2.2 | -6 | 98 | 3 | -17 | 9
CN1CCN(S(=O)(=O)c2ccc(N3CCN(C(=O)c4ccccc4)CC3)nc2)CC1 | 7 | 0.3 | 31 | 5.2 | -33 | 91 | 21 | 18 | -8

The list goes on, starting with the last two of the part before.
SMILES | IDE act | IMP-1 inh | SUMO HTRF inh | VIM-2 inhibitor | p-CIP stab down | MEKK3 PB1 HTS | PHOSPHO1 block | FID counter | NS3 helicase inh
CCCn1nc(Oc2nc(NCC)nc(NC(C)C)n2)ccc1=O | 3 | -0.7 | 4 | -2.2 | -6 | 98 | 3 | -17 | 9
CN1CCN(S(=O)(=O)c2ccc(N3CCN(C(=O)c4ccccc4)CC3)nc2)CC1 | 7 | 0.3 | 31 | 5.2 | -33 | 91 | 21 | 18 | -8
O=C(NNS(=O)(=O)c1ccc(Br)cc1)c1csnn1 | 2 | -1.0 | -17 | 3.2 | 6 | 72 | 32 | -13 | 6
CCCN1CCN(CCCNC(=O)c2cc3c(=O)oc4ccc(C)cc4c3s2)CC1 | 1 | -3.4 | · | 12* | 8 | 93 | 18 | 32 | -5
CC(=O)c1ccc(Cc2ccccc2)cc1 | 3 | -1.8 | 2 | -2.8 | 4 | 104 | -13 | -3 | -10
COc1ccc(C(=O)Oc2c(CN3CCOCC3)cc(Cl)c3cccnc23)cc1 | -1 | 2.9 | 24 | -2.2 | -15 | 95 | -23 | -6 | -5
O=C(NNS(=O)(=O)c1ccccc1[N+](=O)[O-])c1cccc([N+](=O)[O-])c1 | -5 | -1.0 | 3 | -3.9 | -16 | 90 | -20 | 2 | -15
CCO[C@@H]1OC(C(=O)N2CCN(C)CC2)=C[C@H](C(C)(C)C)[C@H]1CCCO | · | -0.7 | 15 | -1.8 | -9 | 106 | 20 | -4 | -3
CC1CCCC(NC(=O)c2ccncc2)C1C (stereo unspecified) | 1 | -4.0 | 2 | -2.7 | -3 | 96 | 14 | -5 | 1
Cc1ccc(C(=O)N2CCn3c(C)ccc3C2C)cc1 (stereo unspecified) | 6 | 0.7 | 17 | -0.7 | -6 | 93 | -15 | -25 | 3
Cc1ccc(S(=O)(=O)N2CCOCC2)cc1C(=O)N1CCN(S(=O)(=O)c2cccs2)CC1 | -3 | 0.0 | -23 | 3.5 | 6 | 101 | -12 | -18 | -6
COc1ccc(/C=C2/SC(=S)N(CCC(=O)N3CCN(C)CC3)C2=O)cc1 | 5 | -0.8 | -11 | 3.6 | 14 | 99 | 18 | 15 | -68
COc1ccc(S(=O)(=O)N(C)CC(=O)Nc2ccc3c(c2)OCCO3)cc1OC | 5 | -2.9 | -20 | -2.6 | 1 | 113 | 18 | -7 | 1
CCc1nc(N2CCN(C(=O)c3ccco3)CC2)c2c3c(sc2n1)CCCC3 | 1 | -0.2 | 23 | -0.9 | -12 | 106 | 38 | -25 | -8
Cc1ccc(O)c(-c2cc(C(F)(F)C(F)F)[nH]n2)c1 | 3 | -1.9 | 17 | -1.4 | 3 | 86 | 0 | 0 | -6
COc1cccc(CN2CC(C(=O)N3CCOCC3)CCC2=O)c1 (stereo unspecified) | -4 | -0.3 | 9 | -2.0 | 4 | 104 | 38 | 5 | 5
COc1ccc(C(=O)Nc2c(N)nc(SCC(=O)Nc3ccc(NC(C)=O)cc3)[nH]c2=O)cc1 | 5 | -1.3 | -2 | -0.4 | -5 | 101 | 29 | -13 | 3
CC1(C)NC(=O)N(CC(O)CN(c2ccccc2)S(=O)(=O)c2ccccc2[N+](=O)[O-])C1=O (stereo unspecified) | -2 | -4.0 | 12 | -3.4 | 1 | 99 | 6 | -10 | -6
CCOC(=O)CC1C(=O)NCCN1S(=O)(=O)c1ccc(F)cc1 (stereo unspecified) | 1 | -3.1 | 10 | -3.3 | -6 | 102 | 29 | -10 | 9
Cc1ccc(-n2ncc3c(=O)[nH]c(SC(C)C)nc32)cc1 | -2 | -4.8 | 4 | -2.2 | 3 | 109 | -1 | -4 | 8
COc1ccc(CC(=O)NNC(=O)c2c(-c3ccccc3Cl)noc2C)cc1OC | 2 | -0.2 | 19 | -1.2 | -7 | 109 | 32 | -11 | -2
Cc1cc(C)n(C(=O)CNC(=O)c2cccc(F)c2)n1 | 7 | -2.2 | -4 | -4.2 | -3 | 95 | 10 | -2 | 3
Cc1ccc(NC(=O)COC(=O)/C=C/c2ccco2)cc1S(=O)(=O)N(C)C | 2 | -3.2 | 22 | -3.3 | 7 | 95 | 7 | -12 | 31
CCCCN(CCCC)S(=O)(=O)c1ccc(C(=O)Nc2nnc(CSC)o2)cc1 | 3 | -0.3 | -27 | -3.3 | -5 | 104 | -1 | -8 | -10
COC(=O)C1(Cc2ccccc2)NC(c2ccc(F)cc2)C2C(=O)N(C)C(=O)C21 (stereo unspecified) | 6 | -4.0 | 15 | -2.3 | 2 | 101 | -1 | -14 | 5
Cc1cccc2nc(C(F)(F)F)nc(=O)n12 | 3 | -0.4 | 12 | -1.5 | -3 | 102 | 13 | 7 | -4
CN1CCc2c(sc3c2c(=O)n(-c2ccc(Cl)cc2)c2nncn32)C1 | -2 | -5.8 | 29 | -1.9 | -1 | 122* | 25 | -3 | 1
CC(C)C[C@H]1CN=C(Nc2ccccc2)N1CC1CCCC1 | -1 | -3.9 | 8 | -2.5 | 6 | 101 | -7 | 10 | -2
COc1ccc(C2=CC(=O)C=CC2=O)cc1 | · | -1.7 | 12 | -1.4 | -2 | 90 | 35 | 0 | 6
CCOC(=O)NC(C(F)(F)F)(C(F)(F)F)P(=O)(c1ccccc1)c1ccccc1 | 3 | -2.1 | 12 | -2.6 | -13 | 104 | 14 | 4 | -4
COc1ccc2nc(NC(=O)CSc3nc4cccnc4n3C)sc2c1 | -1 | -7.9 | -8 | -1.2 | 6 | 94 | 24 | -7 | 0
CCCCCCC(=O)Nc1nc(C)c(-c2csc(Nc3cc(Cl)ccc3C)n2)s1 | 1 | 19* | -4 | -2.9 | -9 | 106 | -79 | -1 | 13
